# GPT2 inh = blocks human glutamate pyruvate transaminase 2 | Q8TD30 | Recombinant GPT2, coupled pyruvate oxidase/HRP Amplex Red fluorescence | Potency, µM (top dose mostly 57.7 µM), without a hit: at the top dose activity change, negative = inhibition, hits mostly inhibitors | actives 0.25% (n = 100,000) | AID 1671188; also: potency is read from the fitted curve at half-maximal effect; nearly all actives have a fitted effect of over 60% in size; many of its hits are not listed in these tables
# Target sequence (Q8TD30 whole entry, looked up): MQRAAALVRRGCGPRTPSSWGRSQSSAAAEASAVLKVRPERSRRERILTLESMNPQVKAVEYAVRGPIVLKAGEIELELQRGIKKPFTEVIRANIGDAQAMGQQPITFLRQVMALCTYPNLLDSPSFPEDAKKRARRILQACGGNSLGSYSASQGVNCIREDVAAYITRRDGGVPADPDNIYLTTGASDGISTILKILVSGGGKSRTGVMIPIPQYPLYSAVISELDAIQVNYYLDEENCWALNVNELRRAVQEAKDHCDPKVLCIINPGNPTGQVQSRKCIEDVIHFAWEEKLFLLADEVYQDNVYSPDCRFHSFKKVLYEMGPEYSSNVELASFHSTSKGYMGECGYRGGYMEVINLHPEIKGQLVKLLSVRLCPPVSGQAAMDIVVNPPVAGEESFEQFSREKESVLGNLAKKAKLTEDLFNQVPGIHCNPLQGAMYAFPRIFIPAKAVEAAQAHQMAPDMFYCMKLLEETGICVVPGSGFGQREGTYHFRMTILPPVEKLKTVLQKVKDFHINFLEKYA
#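 Inhibition is scored from Amplex Red fluorescence generated when pyruvate oxidase and HRP act on pyruvate released by GPT2. Reactions contain 10ng/uL enzyme, 250uM a-KG and 2mM L-alanine and run 30 min at room temperature.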
# IP6K1 inhibitor = blocks human inositol hexakisphosphate kinase 1. Q92551. IP6K1 kinase, ADP-Glo luminescence, 2 h; active compounds read low. activity change, % (series mostly up to about 58 µM). actives 0.81% (n = 140,000). AID 1645851; in the data active = activity change below about -25%
# Target sequence (Q92551 whole entry, looked up): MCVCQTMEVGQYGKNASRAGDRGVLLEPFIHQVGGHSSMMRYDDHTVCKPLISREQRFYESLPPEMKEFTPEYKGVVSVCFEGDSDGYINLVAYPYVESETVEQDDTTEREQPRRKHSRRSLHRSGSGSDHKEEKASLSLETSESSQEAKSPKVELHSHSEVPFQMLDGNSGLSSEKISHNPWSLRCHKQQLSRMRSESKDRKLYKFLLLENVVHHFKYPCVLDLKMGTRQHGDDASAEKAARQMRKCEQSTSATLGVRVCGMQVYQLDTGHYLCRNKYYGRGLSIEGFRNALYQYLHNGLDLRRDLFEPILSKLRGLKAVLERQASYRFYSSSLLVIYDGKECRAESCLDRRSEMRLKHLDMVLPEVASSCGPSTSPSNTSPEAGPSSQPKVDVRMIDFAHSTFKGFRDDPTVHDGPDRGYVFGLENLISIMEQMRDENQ
#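 ADP-Glo luminescence measures ADP made by human IP6K1 during a 2 h RT reaction with ATP/IP6 (mix at 1.3 mM/130 uM); top library doses 57.5 and 19.1 uM final.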
# SNCA viab count = counter-screen for SNCA expression inhibitors: cell viability. Potency, µM (series often up to 57.1 µM), for inactives: at the highest dose activity change, negative = cytotoxicity, hits mostly cytotoxic. actives 0.12% (n = 150,000). HEK-293-SNCA-luc viability, GF-AFC fluorescence, 24 h;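 also: potency is read from the fitted curve at half-maximal effect; 0% = DMSO-treated cells and -100% = medium-only wells without cells; nearly all actives have a fitted effect of over 30% in size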
#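 HEK-293-SNCA-luc cells (1500/well) plated 24 h, then exposed 24 h to a dilution series; GF-AFC added 30 min at 37C, fluorescence 405/540 nm; normalised to medium-only and DMSO wells, Hill fit.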
# HEK293 tox = HEK 293 cell cytotoxicity; AID 1345083; actives 6.6% (n = 94,000); HEK 293 viability, ATP luminescence (CellTiter-Glo), 48-72 h; Potency, µM (highest dose often 115 µM), for the others: at the top dose activity change, negative = cytotoxicity, usual class: inhibitors; also: potency is read from the fitted curve at half-maximal effect; nearly all actives have a fitted effect of over 60% in size
#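 HEK 293 cells at 250 cells/well were exposed to compounds by pintool transfer for 48 or 72 hr at 37 degree Celsius, 5% CO2. Viability was read as ATP-coupled luminescence with CellTiter-Glo after 10 min at room temperature.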
# FLuc inh = Photinus pyralis luciferase inhibition. P08659. purified P. pyralis luciferase, luminescence, biochemical. Potency, µM (highest dose often 115 µM), for inactives: at the top dose activity change, negative = inhibition, usual class: inhibitors. actives 2.5% (n = 76,000). AID 1347043; also: potency is read from the fitted curve at half-maximal effect; nearly all actives have a fitted effect of over 65% in size
#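 Cell-free enzyme assay, 10nM P. pyralis luciferase, luciferin and ATP each at 10uM. Inhibition profiled over a 6-point titration, read as luminescence.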
# 3T3 cytotox = NIH 3T3 cell cytotoxicity; NIH 3T3 viability, CellTiter-Glo ATP luminescence, 48-72 h; Potency, µM (highest dose often 96.7 µM), inactives show at the top dose activity change, negative = cytotoxicity, usual class: inhibitors; actives 4.3% (n = 94,000); AID 1345082; also: potency is read from the fitted curve at half-maximal effect; nearly all actives have a fitted effect of over 55% in size
#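 ATP-dependent luminescence (CellTiter-Glo) served as the viability signal for NIH 3T3 cells treated with compound for 48 or 72 hr at 37 °C.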
# SNCA expr inhib = SNCA gene expression inhibition; HEK-293 SNCA-luciferase knock-in, luminescence, 24 h; Potency, µM (top dose mostly 57.2 µM), for inactives: at the highest dose activity change, negative = inhibition, usual class: inhibitors; actives 0.17% (n = 140,000);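 also: potency is read from the fitted curve at half-maximal effect; plate controls were DMSO cells for no effect and cell-free wells for full effect; nearly all actives have a fitted effect of over 45% in size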
# Active calls of the source: *; i = inactive; ? = inconclusive; · = not tested or not shown; & = joins results of further samples; [ ] = another dose, or the depositor's remark. Unless noted, calls follow the shape of the dose curve; as a rule, active = well fitted curve in the direction sought with a large enough effect; inconclusive = small, poorly fitted or top-dose-only effect, or another doubt; inactive = no such curve, though single readings can be large; an effect the other way counts as inactive or inconclusive. Unless noted, % is scaled to controls: 0 for no effect and ±100 for the full control effect.
Structure,GPT2 inh,IP6K1 inhibitor,SNCA viab count,HEK293 tox,FLuc inh,3T3 cytotox,SNCA expr inhib
O=C1N(Cc2ccc(F)cc2)C[C@H]2CN(Cc3ccccn3)CCN12,-7.6%[88.5 µM],-32.5*,0.8%[87.6 µM],-0.3%[172 µM],-0.4%[172 µM],-18.9%[138 µM],11.1%[87.6 µM]
O=C(c1ccc(-c2ccc(N3CCCCCC3)nc2)cc1)N1CCCC1,1.5%,1.6,-24.3%,28.2µM*,?,31.6µM*,-17.4%
COc1ccccc1N1CCN(CC[C@@](C)(C(=O)C2CCCCC2)c2ccccc2)CC1,?,0.8,-27.5%,·,·,·,·
Cc1ccc(C(=O)c2cn(Cc3ccccc3F)c3cc4c(cc3c2=O)OCCO4)cc1,·,-14.0,10.0%,·,·,·,20.0%
CCCC1=Nc2cc(C(=O)NCCc3ccccc3)ccc2Sc2ccc(C)cc21,-3.7%,3.1&4.4,?,?,-6.7%,-48.4%,?
COc1ccc(NC(=O)Cn2c(SCc3cccc(Cl)c3)nc3ccncc32)c(OC)c1OC,·,13.2,-11.0%,·,·,·,19.6%
CNC(=O)[C@@H]1C[C@H](Oc2cccnc2)CN1C(=O)C(C)C,-19.0%,13.0,-1.8%,-15.1%,-5.2%,-22.0%,-2.6%
Cc1ccc(S(=O)(=O)N(C)C2CCCc3ccccc32)cc1 (stereo not given),0.3%[88.5 µM],-4.2,-11.5%[87.6 µM],89.1µM*,-8.6%[172 µM],?,-8.8%[87.6 µM]
Cc1ccc(N2Cc3c(NCCc4ccc(F)cc4)ncnc3N(C)CC2=O)cc1,?,-0.1,-30.0%,?,-5.1%,35.5µM*,-20.9%
CCN1CCN(c2ccc(C(=O)NCCCc3ccc(OC)cc3)cn2)CC1,i,-7.5,-7.0%,-11.7%,4.5%,-12.0%,1.6%
Cc1noc([C@@H]2CN(Cc3ccncc3)C[C@H]2CO)n1,3.7%,-12.5,2.7%,1.5%,1.4%,-1.1%,-0.8%
CC(=O)c1ccc(NC(=O)c2ccc3c(c2)N(Cc2cccc(Cl)c2)C(=O)c2ccccc2S3(=O)=O)cc1,·,0.7,3.2%,·,·,·,-11.2%
Cc1nc(C)n2cc[nH]c(=O)c12,i,22.1,5.7%,10.0%,0.3%,i,32.6%[activator]
CN1CCC2(C1)CN(Cc1ccccc1)c1ccc(C(=O)NC3CCC3)cc12 (stereo not given),i,0.2,-4.6%[87.6 µM],?,-24.8%[172 µM],79.4µM*,9.3%[87.6 µM]
NS(=O)(=O)C1CCS(=O)(=O)C1 (stereo not given),-5.1%,-0.4,5.9%,0.7%,-6.7%,4.8%,29.1%
CCOC(=O)Cn1c(=O)oc2cc(S(=O)(=O)N3CCC(C(=O)OCC)CC3)ccc21,·,13.9,5.9%,·,·,·,?
Cc1cccc(N(C)S(=O)(=O)c2cc3c(cc2Cl)NC(=O)CO3)c1,·,2.5,-6.9%,·,·,·,-19.1%
COc1cccc(OCc2nc(C(=O)N(C)C(C)c3ccon3)co2)c1 (stereo not given),0.0%,30.9,4.1%,-15.6%,-12.9%,-4.7%,9.4%
Cn1ncc2c(C(=O)N3CCOCC3)cc(-c3ccc(Cl)nc3)nc21,i,-2.6,2.2%,i,·,?,29.1%
COc1ccc(CCC(=O)c2c(O)cc(O[C@@H]3O[C@H](CO)[C@@H](O)[C@H](O)[C@H]3O[C@@H]3O[C@@H](C)[C@H](O)[C@@H](O)[C@H]3O)cc2O)cc1O,i,-7.6,8.9%,·,·,·,·
CN1CCC(N2CCN([C@@H]3C[C@H]4C[C@@H](c5ccccc5)OC[C@@]4(C)C3)CC2)CC1,·,3.1,·,?,·,?,·
CC(=O)Nc1ccc(C)cc1-c1nc2ccccc2n(CC(=O)c2ccc(C)c(C)c2)c1=O,·,-3.1,-13.6%,·,·,·,-9.9%
CCn1ccc(C(=O)N2CCCn3ccnc3C2c2cnn(C)c2)n1 (stereo not given),1.3%,2.3,4.3%,-8.4%,1.8%,2.4%,7.9%
COC1C(=O)N(c2cccc(F)c2)C12CCN(C(=O)C1CCOCC1)CC2 (stereo not given),1.1%,-6.5,6.2%,-8.0%,-4.7%,-4.2%,-10.2%
COc1ccc(-c2cc(C(F)(F)F)n3nc(C(=O)Nc4ccccc4SC)cc3n2)cc1OC,·,26.9,?,·,·,·,-13.5%
COc1cccc(S(=O)(=O)NCCc2noc(-c3cccnc3)n2)c1,-35.7%,12.5,-18.7%[12.5 µM],-12.7%,-16.6%,?,-7.8%
CNCc1cn(C[C@H]2O[C@@H](CC(=O)N3CCC[C@@H]3COC)[C@H](O)[C@@H]2O)nn1,?,7.0,2.3%[87.6 µM],i,-8.6%[172 µM],-23.4%[174 µM],-7.8%[87.6 µM]
CCNS(=O)(=O)c1ccc(NC(=O)CSc2nc(-c3ccco3)cc(C(F)(F)F)n2)cc1,·,36.1,?,·,·,·,?
CSc1ccc(-c2cccc(C(=O)NCCNC(=O)c3ccccc3)c2)cc1,-1.9%,2.5,7.9%[12.5 µM],?,·,-28.9%,4.4%
Cc1[nH]nc2c1C(c1ccccc1)C(C#N)=C(N)O2 (stereo not given),?,-3.7,-0.5%,-2.0%,10.9%,-4.6%,-0.6%
COC(=O)C1=CN(CC(=O)Nc2ccc(F)cc2)S(=O)(=O)N=C1C,0.5%,0.0,6.5%,-12.2%,-9.5%,-19.3%,14.0%
COC(=O)[C@H](NC(=O)[C@@H]1[C@@H](NC(=O)Nc2cccc(SC)c2)CCN1C(=O)c1cccn1C)C(C)C,-4.7%,-7.1,-3.5%,-2.5%,2.3%,-1.9%,-21.2%
Cc1nc(N2CCCC2)c2c(C(=O)Nc3ccc(C)c(Cl)c3)c(C)oc2n1,·,21.3,14.3%,·,·,·,20.6%
COC[C@@H]1CN(Cc2cccc(OC)c2OC)C[C@H]1C(=O)NC1CC1,i,21.5,0.5%,-3.4%,0.0%,-12.9%,48.7%[activator]
CCC1=C(C(=O)OC)C(c2ccccc2Cl)N2C(CC(=O)NCC3CCCO3)=CSC2=N1 (stereo not given),i,-1.9,3.5%,-1.6%,3.0%,?,5.8%
Cc1ccc(-c2cc(N3CCCN(C(=O)COc4ccc(F)cc4)CC3)n[nH]2)cc1C,?,-7.9,-9.0%,?,-0.7%,?,4.1%
CCOc1ccc(CCNC(=O)Cn2ncc3c(=O)oc4ccc(C)cc4c32)cc1,·,21.1,-6.1%,·,·,·,14.8%
CCOC(=O)c1ccc(NS(=O)(=O)c2cc(-c3onc(C)c3C)ccc2C)cc1,·,-1.8,4.6%,·,·,·,9.9%
CC(=O)c1ccc(N2CCC(Oc3ccc(C)cc3)(C(=O)O)CC2)nc1,-3.4%,0.5,-22.7%,-3.3%,1.9%,-20.6%,-6.0%
CCC(=O)C1=C(c2cccc(OC)c2)N(C(=O)CC)n2c(nnc2C2CCCCC2)S1,·,6.6,4.9%,·,·,·,?
Cc1ccc(NC(=O)c2cc(-c3cccs3)nc3ccccc23)c(C)c1,·,3.5,9.6%,·,·,·,4.1%
CCCNC(=O)O[C@@H]1CC[C@]2(C)C(CC[C@@H](O)[C@H]2CC(=O)NCc2ccc(OC)cc2)[C@]1(C)CO (stereo not given in full),i,-7.1,0.2%,-11.9%,-1.7%,?,24.7%
O=C(c1cccc(F)c1)N1CCCC(c2nccn2Cc2cscn2)C1 (stereo not given),-8.4%[11.5 µM],-5.4,-1.4%,-9.4%,2.5%,-19.0%,4.2%
COCCNC(=O)C1CCN(Cc2ccccc2-c2ccccc2F)CC1,·,18.1,·,i,·,-13.3%,·
CN1C[C@H]2CN(Cc3c[nH]c4ccccc34)CCN2C1=O,i,-2.5,7.7%[87.6 µM],-28.9%[230 µM],?,?,13.2%[87.6 µM]
Cc1ccc(NC(=O)c2ccc3c(c2)N(C)C2CCCN2C3=O)cc1C (stereo not given),2.8%,7.6,-5.9%[12.5 µM],1.7%,12.6µM*,-4.4%,132.6%[activator]
CC(C)NC(=O)C1CN(Cc2ccccc2)C(=O)N1 (stereo not given),i,-12.9,5.5%[87.6 µM],i,2.8%[172 µM],i,-7.3%[87.6 µM]
C(#Cc1nc2ncccc2nc1OCCN1CCCC1)c1ccccc1,i,-8.7,15µM*,·,·,·,·
CCc1nc(CN(C)C(=O)C2C3C(=O)N(c4ccc(F)cc4)C[C@@]34C=C[C@@H]2O4)no1 (stereo not given in full),0.3%,7.0,-22.4%,-6.6%,1.3%,-3.8%,9.4%
COc1ccc(CNC(=O)c2ccc3c(c2)nc2n3CCCCC2)c(OC)c1,·,-13.7,-8.3%,·,·,·,162.1%[activator]

# Entries of single compounds from above. Values in the order: GPT2 inh, IP6K1 inhibitor, SNCA viab count, HEK293 tox, FLuc inh, 3T3 cytotox, SNCA expr inhib
# `O=C(c1cccc(F)c1)N1CCCC(c2nccn2Cc2cscn2)C1` (stereo not given) in the list: -8.4%[11.5 µM], -5.4, -1.4%, -9.4%, 2.5%, -19.0%, 4.2%
# `Cc1ccc(NC(=O)c2cc(-c3cccs3)nc3ccccc23)c(C)c1` in the list: ·, 3.5, 9.6%, ·, ·, ·, 4.1%

# (next part)
Structure,GPT2 inh,IP6K1 inhibitor,SNCA viab count,HEK293 tox,FLuc inh,3T3 cytotox,SNCA expr inhib
Cc1ccc2[nH]c3c(=O)n(CC(=O)NC(C)C)ncc3c2c1,·,-2.8,6.8%,·,·,·,-18.5%
CC(=O)OC1CC(=O)C2(C)C3CC4=C(OC(C)CC4=O)OC3(C)CCC2C1(C)C (stereo not given),i,-6.4,-5.7%[23.9 µM],·,·,·,·
COCCOC1CCN(C(=O)COc2ccccc2)CC1,2.3%,0.2,2.7%[12.5 µM],4.7%,-4.6%,-7.7%,26.9%
Cn1cnc([S+](=O)([O-])NC2CCN(C(=O)N3CC4CC(C3)[C@H]3CCCC(=O)N3C4)CC2)c1 (stereo not given in full),i,32.2,-1.0%,5.6%,-6.1%,i,?
Cc1ccc(S(=O)(=O)N2CCC3(CC2)C(=O)N(CC(=O)NC(C)C)CN3c2ccccc2)cc1,i,-3.8,-4.4%,?,-8.5%,?,-12.8%
Cc1ccccc1C(=O)Nc1nnc2n1CCS2,·,-2.6,-1.1%,·,·,·,42.3%
CCC1=C(C(=O)OC)C(c2ccc(C)cc2C)N2C(CC(=O)N3CCC(C)CC3)=CSC2=N1 (stereo not given),i,12.2,2.5%,?,-9.1%,?,-8.3%
CN(CC1CCN(CCc2cccc(F)c2)CC1)C(=O)c1cn2cccnc2n1,1.1%,28.9,?,-13.5%,1.7%,0.9%,2.3%
Cc1ccc(-c2noc(-c3ccc(NCC4CCCO4)c([N+](=O)[O-])c3)n2)cc1 (stereo not given),·,-6.0,-2.2%,·,·,·,1.8%
COc1ccc(-c2ccc(C(=O)N3CCC(NC(=O)c4ccc(Cl)cc4)CC3)cc2)nn1,·,-1.6,·,?,·,?,·

# Screening results: PubChem, National Center for Advancing Translational Sciences (NCATS)

# This is a subset; the hit share may differ from the screen's.
